# Pf growth 48h = inhibits P. falciparum growth in the first generation, 48 h; Potency, µM (series often up to 28.7 µM), for inactives: at the top dose activity change, negative = inhibition, usual class: inhibitors; 310,000 tested, 5.9% active; AID 504832; P. falciparum luciferase growth in erythrocytes, 48 h; further: potency means the concentration at half of the fitted maximal effect; on the % scale 0 is the no-effect control and ±100 the full control effect
#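 Here the parasites carry a stable luciferase gene and grow inside erythrocytes in Albumax-based RPMI medium with compound for one erythrocytic cycle. Activity is scored as loss of luminescent signal.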
# FBPA Giardia inh = blocks Giardia fructose-bisphosphate aldolase activity. A8B2U2. purified Giardia FBPA. Potency, µM (series often up to 59.6 µM), inactives show at the highest dose activity, negative = inhibition, hits mostly inhibitors. 290,000 tested, 0.71% active. AID 2451; further: potency means the concentration at half of the fitted maximal effect; on the % scale 0 is the no-effect control and ±100 the full control effect; nearly all actives have a fitted effect of over 55% in size
# Target sequence (A8B2U2 whole entry, looked up): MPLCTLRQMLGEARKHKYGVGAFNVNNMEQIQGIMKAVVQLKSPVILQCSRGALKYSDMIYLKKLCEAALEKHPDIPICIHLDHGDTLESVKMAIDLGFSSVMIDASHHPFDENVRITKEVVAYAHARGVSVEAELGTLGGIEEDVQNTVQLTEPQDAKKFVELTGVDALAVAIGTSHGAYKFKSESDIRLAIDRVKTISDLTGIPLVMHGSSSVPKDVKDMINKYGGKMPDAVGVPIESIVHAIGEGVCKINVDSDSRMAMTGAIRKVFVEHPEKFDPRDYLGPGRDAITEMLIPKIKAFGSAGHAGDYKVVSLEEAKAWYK
#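 Giardia FBPA (40 nM reagent) was preincubated 10 min at RT with compound (up to 57.5 uM final), then substrate plus GAPDH/TPI/NAD/arsenate coupling system with diaphorase/resazurin was added; resorufin fluorescence (525/598 nm) was read after 20 min.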
# HCV inhibitor = inhibitors of hepatitis C virus infection; Huh7.5.1 HCVcc-Cre infection, luciferase reporter, 44 h; AID 651820; 340,000 tested, 3.4% active; Potency, µM (highest dose often 41.8 µM), without a hit: at the top dose activity change, negative = inhibition, usual class: inhibitors; further: potency means the concentration at half of the fitted maximal effect; on the % scale 0 is the no-effect control and ±100 the full control effect
#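 After 44 h co-culture of compound, cells and HCVcc-Cre (~0.5 moi), substrate is added for 15 min at room temperature and luciferase measured over 15 sec. Cells were seeded at 1,000/well and pre-cultured 4 h.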
# Shiga toxin inh = Shiga toxin inhibition; Vero cells, Shiga toxin protein synthesis inhibition reporter; inhibition, % at 38.7 µM; 290,000 tested, 9.2% active; AID 2315; in the data active means inhibition mostly above about 28%, no sharp cut-off; inactive means mostly below about 43%; further: 0% is about no effect
# Pf growth 96h = P. falciparum growth inhibition at 96 hours; 320,000 tested, 6.9% active; AID 504834; P. falciparum luciferase reporter growth, 96 h; Potency, µM (series often up to 28.7 µM), without a hit: at the top dose activity change, negative = inhibition, hits mostly inhibitors; further: potency means the concentration at half of the fitted maximal effect; on the % scale 0 is the no-effect control and ±100 the full control effect
#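 P. falciparum expressing integrated firefly luciferase, in erythrocytes at 2% hematocrit, 0.05% parasitemia, incubated with compounds 96 h at 37 C, 5% CO2. Growth inhibition read as loss of luminescence; two-generation exposure targets delayed-death apicoplast inhibitors.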
# Cycloheximide cs = affects cycloheximide protein synthesis inhibition readout, counter-screen | cell reporter, cycloheximide protein synthesis inhibition counterscreen | max response, % | 300,000 tested, 12% active; in the data active means max response mostly above about 13%, no sharp cut-off; inactive means mostly below about 14%; further: read at 38.3 µM for the half of the compounds with a filed dose; 0% is about no effect
# * marks the source's active call; other numbers are inactive results; u = inconclusive; x = no result given; + = active, no number; [ ] = another dose, or the depositor's remark. Unless noted, the call rests on the fitted dose curve; in most records, active means well fitted curve in the direction sought with a large enough effect; inconclusive means small, poorly fitted or top-dose-only effect, or another doubt; inactive means no such curve, though single readings can be large; an effect the other way counts as inactive or inconclusive. Compounds were not picked by outcome. About 24% of those tested had a hit in this group.
cpd	SMILES	Pf growth 48h	FBPA Giardia inh	HCV inhibitor
1	COC(=O)C1CN(C(=O)C(C)Oc2ccc(F)cc2)c2ccccc2O1 (stereo not drawn)	0%	2%	21%
2	CC(C)c1ccc(N(C(=O)c2snc(C(N)=O)c2N)C(C(=O)NC2CCCC2)c2ccncc2)cc1 (stereo not drawn)	u	x	u
3	CC(C)(C)c1ccc(NC(=O)COC(=O)CCc2nc3ccccc3c(=O)[nH]2)cc1	37%[activator]	-16%	19%
4	O=C(CSc1nc(C2CC2)nc2ccccc12)Nc1ccc2c(c1)OCCO2	-30%	-1%	u
5	Cc1noc(C)c1S(=O)(=O)N(CC(=O)NCc1ccc(F)cc1)c1ccc(C(C)C)cc1	u	x	-6%
6	Cc1ccc(CNC(=O)CCS(=O)(=O)c2ccc(Br)s2)cc1	38%[activator]	1%	16%
7	COCc1cc(=O)n2[nH]cc(-c3ccsc3)c2n1	-13%	-23%	-17%
8	Cc1ccc(NC(=O)c2cc([N+](=O)[O-])ccc2Cl)c(O)c1	u	-10%	1%

cpd	Shiga toxin inh	Pf growth 96h	Cycloheximide cs
1	6	u	-3
2	27	5%	15*
3	33	21%	14*
4	-12	10%	1
5	-7	-4%	-1
6	-24	x	0
7	-13	14%	10
8	-7	-19%	-3

# The list goes on:
cpd	SMILES	Pf growth 48h	FBPA Giardia inh	HCV inhibitor
9	O=C(NC(Cc1ccccc1)C(=O)NCc1ccccn1)c1ccco1 (stereo not drawn)	-2%	-5%	1%
10	COc1ccccc1-c1nnc2sc(-c3ccc(N(C)C)cc3)nn12	u	8%	u
11	CCCn1cnc2cc(NCc3ccccc3O)ccc21	33%[activator]	3%	-1%
12	CC12CCC(=O)N1C(C(=O)N1CCN(c3ccccc3)CC1)CS2 (stereo not drawn)	0%	x	-7%
13	CCc1ccc(C2(O)CC(C(F)(F)F)=NN2C(=O)Cc2ccc([N+](=O)[O-])cc2)cc1 (stereo not drawn)	u	0%	-14%
14	COCn1c(COc2ccccc2)nc2ccccc21	50%[activator]	-4%	-8%
15	Cc1ccc(C(=O)NC=C(Cl)Cl)cc1	20%	7%	12%
16	CCOC(=O)C(NC(=O)CC(C)C)(Nc1sc2c(c1C(N)=O)CCCC2)C(F)(F)F (stereo not drawn)	-21%	-24%	31%[activator]

cpd	Shiga toxin inh	Pf growth 96h	Cycloheximide cs
9	-10	-4%	6
10	-26	12µM*	-3
11	113*	u	39*
12	x	17%	x
13	-3	6%	-1
14	14*	u	36*
15	84*	x	26*
16	-8	-8%	-5

# Other entries:
cpd	SMILES	Pf growth 48h	FBPA Giardia inh	HCV inhibitor
17	CC(=O)c1ccc(N2CCN(C(=O)C3CCCN(c4ncnc5c4nc4n5CCCCC4)C3)CC2)cc1 (stereo not drawn)	13µM*	23%	u
18	Cc1nn2cc(-c3cccc(Cl)c3)cnc2c1Br	44%[activator]	0%	u
19	Cn1c(=O)c(C(=O)NNC(=O)c2ccccc2F)c(O)c2ccccc21	16%	2%	9%
20	Cc1nn(C)cc1CNC(=O)C1C2CCC(C2)C1C(=O)O (stereo not drawn)	5%	3%	x
21	CCN1CCN(C(=O)C2CCN(Cc3nc(-c4cccc(Cl)c4)oc3C)CC2)CC1	x	6%	u
22	O=C(CSc1nnnn1-c1cccc2ccccc12)NC(C(=O)O)(c1ccccc1)c1ccccc1	48%[activator]	5%	3%
23	Cc1cc(C)c(NC(=O)CN(C)C(C)C(=O)N2CCc3ccccc32)c(C)c1 (stereo not drawn)	u	x	u
24	CC(=O)c1ccc(N2Cc3ccccc3C2)cc1	140%[activator]	-11%	u

cpd	Shiga toxin inh	Pf growth 96h	Cycloheximide cs
17	-2	u	-2
18	56*	94%	14
19	-7	u	-2
20	36	18%	-3
21	-5	u	-1
22	-16	-84%	4
23	x	u	x
24	79*	16%	29*

# Additional structures:
cpd	SMILES	Pf growth 48h	FBPA Giardia inh	HCV inhibitor
25	Cc1ccc(Cn2ccnc2SCC(=O)NC2CCCC2)cc1	-17%	x	-19%
26	Cc1ccc(SC2CCN(C(=O)C3CCC(=O)N(C4CC4)C3)CC2)cc1 (stereo not drawn)	-3%	5%	u
27	Clc1cccc(NCc2nnc(SCc3ccccc3Cl)o2)c1	x	-3%	6%
28	Cc1ccc(NC(=O)Cc2noc3ccccc23)cc1	236%[activator]	-2%	-1%
29	COc1ccc([C@@H]2[C@@H]3C(=O)N(C(C)(C)C)C(=O)[C@@H]3[C@]3(C)C(=O)N(c4ccccc4)C(=O)N23)cc1	41%[activator]	1%	21%
30	CCn1c(SCC(=O)Nc2nc(-c3ccccc3)cs2)nc2c1c(=O)n(C)c(=O)n2C	26%	0%	-1%
31	O=C(CN1CCN(C(=O)c2ccco2)CC1)Nc1ccc2c(c1)OCCO2	62%[activator]	-2%	-20%
32	COc1ccc2nc(Cl)c(C#N)cc2c1	22%	-3%	5%

cpd	Shiga toxin inh	Pf growth 96h	Cycloheximide cs
25	-23	-13%	10
26	49*	u	27
27	-16	28%	0
28	68*	239%[activator]	46*
29	-8	u	-1
30	-1	u	-1
31	91*	28%	27*
32	27	17%	-3

# Next structures
cpd	SMILES	Pf growth 48h	FBPA Giardia inh	HCV inhibitor
33	CCN1C(=O)C2(C(C#N)=C(N)Oc3n[nH]c(COC)c32)c2ccccc21 (stereo not drawn)	-9%	-3%	-13%
34	O=C1C(=O)N(CCN2CCOCC2)C(c2ccccc2)/C1=C(\O)c1ccc2c(c1)OCCO2 (stereo not drawn)	5%	x	21%
35	CCN(CC)C(=O)c1[nH]cnc1C(=O)N[C@H](C)c1ccccc1	70%[activator]	x	4%
36	CCOC(=O)N1CCN(c2ccc([N+](=O)[O-])cc2)CC1	16%	0%	-17%
37	Cc1ccc(-c2csc(N(CCO)CCCn3c(C(F)(F)F)nc4cc(C(F)(F)F)ccc43)n2)cc1	u	u	-14%
38	Cc1ccc(SCCC(=O)N2CCC(C)CC2)cc1	392%[activator]	1%	-5%
39	Cc1ccc(-n2c(=O)c(C#N)cc3c(=O)n4ccccc4nc32)cc1	25%	-4%	-8%
40	Cc1cc(C)n(C(=O)CCNC(=O)c2ccccc2Cl)n1	30%[activator]	3%	19%

cpd	Shiga toxin inh	Pf growth 96h	Cycloheximide cs
33	-2	21%	-2
34	23*	-21%	36*
35	x	27%	x
36	9	341%[activator]	1
37	16	u	2
38	73*	x	34*
39	-8	2%	-1
40	-4	u	-2

# In another format: 14 of the compounds above
nr	structure	Pf growth 48h	FBPA Giardia inh	HCV inhibitor	Shiga toxin inh	Pf growth 96h	Cycloheximide cs
24	CC(=O)c1ccc(N2Cc3ccccc3C2)cc1	140%[activator]	-11%	u	79*	16%	29*
25	Cc1ccc(Cn2ccnc2SCC(=O)NC2CCCC2)cc1	-17%	x	-19%	-23	-13%	10
26	Cc1ccc(SC2CCN(C(=O)C3CCC(=O)N(C4CC4)C3)CC2)cc1 (stereo not drawn)	-3%	5%	u	49*	u	27
27	Clc1cccc(NCc2nnc(SCc3ccccc3Cl)o2)c1	x	-3%	6%	-16	28%	0
28	Cc1ccc(NC(=O)Cc2noc3ccccc23)cc1	236%[activator]	-2%	-1%	68*	239%[activator]	46*
29	COc1ccc([C@@H]2[C@@H]3C(=O)N(C(C)(C)C)C(=O)[C@@H]3[C@]3(C)C(=O)N(c4ccccc4)C(=O)N23)cc1	41%[activator]	1%	21%	-8	u	-1
30	CCn1c(SCC(=O)Nc2nc(-c3ccccc3)cs2)nc2c1c(=O)n(C)c(=O)n2C	26%	0%	-1%	-1	u	-1
31	O=C(CN1CCN(C(=O)c2ccco2)CC1)Nc1ccc2c(c1)OCCO2	62%[activator]	-2%	-20%	91*	28%	27*
32	COc1ccc2nc(Cl)c(C#N)cc2c1	22%	-3%	5%	27	17%	-3
33	CCN1C(=O)C2(C(C#N)=C(N)Oc3n[nH]c(COC)c32)c2ccccc21 (stereo not drawn)	-9%	-3%	-13%	-2	21%	-2
34	O=C1C(=O)N(CCN2CCOCC2)C(c2ccccc2)/C1=C(\O)c1ccc2c(c1)OCCO2 (stereo not drawn)	5%	x	21%	23*	-21%	36*
35	CCN(CC)C(=O)c1[nH]cnc1C(=O)N[C@H](C)c1ccccc1	70%[activator]	x	4%	x	27%	x
36	CCOC(=O)N1CCN(c2ccc([N+](=O)[O-])cc2)CC1	16%	0%	-17%	9	341%[activator]	1
37	Cc1ccc(-c2csc(N(CCO)CCCn3c(C(F)(F)F)nc4cc(C(F)(F)F)ccc43)n2)cc1	u	u	-14%	16	u	2

# (next part)
cpd	SMILES	Pf growth 48h	FBPA Giardia inh	HCV inhibitor
41	COCCCn1c(=O)c2sccc2n(Cc2ccccc2C)c1=O	u	6%	5%
42	N#CCc1ccc(NC(=O)c2ccc(S(=O)(=O)N3CCOCC3)cc2)cc1	u	x	2%
43	Cc1nc2ccc(NC(=O)c3ccc(S(=O)(=O)N4CCOCC4)cc3)cc2s1	6%	4%	u
44	CCOC(=O)N1CCN(CC(=O)Nc2cc(OCC)ccc2OCC)CC1	u	1%	-29%
45	Cn1c(=O)c2c(nc(CN3CCC(C(N)=O)CC3)n2CCCc2ccccc2)n(C)c1=O	-8%	-5%	18%
46	O=S(=O)(N/N=C1\CCCc2ccccc21)c1ccccc1	0%	x	8%
47	Cc1ccc([N+](=O)[O-])cc1S(=O)(=O)Nc1ccc(-c2ccc(N3CCCC3)nn2)cc1	1%	x	u
48	N#Cc1ccc(Oc2ccc(-c3cnc4ccccc4n3)cc2)cc1C#N	11%	2%	u

cpd	Shiga toxin inh	Pf growth 96h	Cycloheximide cs
41	-13	u	-1
42	-3	0%	-2
43	13	u	-2
44	11	x	-1
45	19	x	-3
46	x	13%	x
47	x	u	x
48	36	444%[activator]	12

# Following part.
cpd	SMILES	Pf growth 48h	FBPA Giardia inh	HCV inhibitor
49	O=C(/C=C/c1cccc(F)c1)NNC(=O)c1ccncc1	5%	x	-4%
50	O=C(CCC(=O)OCc1ccc([N+](=O)[O-])cc1)Nc1ccc(F)cc1	17%	1%	13%
51	CC(C)C[C@H](NC(=O)[C@@H]1CCC(=O)N1)C(=O)N[C@@H](Cc1ccc(O)cc1)C(=O)N[C@@H](CCC(=O)O)C(=O)N[C@@H](CC(N)=O)C(=O)N[C@@H](CCCCN)C(=O)N1CCC[C@H]1C(=O)N[C@@H](CCCN=C(N)N)C(=O)N[C@@H](CCCN=C(N)N)C(=O)N1CCC[C@H]1C(=O)N[C@@H](Cc1ccc(O)cc1)C(=O)O	x	-2%	x
52	O=C(Nc1ccc(NC(=O)c2ccco2)c(Cl)c1)c1ccccc1	26%	-1%	-30%
53	O=C(Nc1ccc(Cl)cc1)OCCN1CCN(Cc2ccccc2)CCC1=O	x	1%	x
54	COc1ccccc1N1CCN(Cc2ccccc2F)CC1	18%	-5%	6%
55	CC(=O)Nc1ccc(S(=O)(=O)NCc2ccc(C)n2C)cc1	1%	-8%	0%
56	OCCCNc1ncnc2c1[nH]c1ccccc12	15%	0%	-3%
57	COc1cc(-c2cc3nc4ccccc4n3c(N)c2C#N)cc(OC)c1OC	38%[activator]	0%	-19%
58	Cc1ccc(NC(=O)CC2C(=O)N(Cc3ccccc3)C(=S)N2NC(=O)c2cccc(F)c2)c(C)c1 (stereo not drawn)	u	-2%	-4%
59	Cc1cccc(NC(=O)NCc2ccc3c(c2)cc(C)n3C)c1	u	u	-12%

cpd	Shiga toxin inh	Pf growth 96h	Cycloheximide cs
49	x	25%	x
50	-9	u	1
51	-11	x	-8
52	79*	50%[activator]	47*
53	+	x	34*
54	12	u	9
55	-3	3%	5
56	13	-17%	6
57	-4	u	2
58	-14	u	-9
59	18	10µM*	12
